Screening data as filed in PubChem BioAssay.
Mtb UGM inh: Mtb UDP-galactopyranose mutase inhibition | P9WIQ1 | purified UGM, fluorescence polarization probe displacement | inhibition, % at 10 µM | 320,000 compounds, 0.06% hits | AID 504406; in the data active means inhibition above about 10%, passing the limit was not always enough
Target sequence (P9WIQ1 whole entry, looked up): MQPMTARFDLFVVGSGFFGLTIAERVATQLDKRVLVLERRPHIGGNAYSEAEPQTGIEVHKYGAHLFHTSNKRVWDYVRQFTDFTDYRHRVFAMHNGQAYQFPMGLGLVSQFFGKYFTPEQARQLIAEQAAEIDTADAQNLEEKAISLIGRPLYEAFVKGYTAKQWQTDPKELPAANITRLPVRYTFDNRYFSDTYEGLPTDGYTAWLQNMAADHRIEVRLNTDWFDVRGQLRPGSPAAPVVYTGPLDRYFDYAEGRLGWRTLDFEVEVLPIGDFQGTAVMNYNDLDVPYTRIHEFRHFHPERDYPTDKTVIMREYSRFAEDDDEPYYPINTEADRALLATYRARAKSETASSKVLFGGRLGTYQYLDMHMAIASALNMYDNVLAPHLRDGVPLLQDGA
TcdB inh: TcdB glycohydrolase inhibition; inhibition, % at 9.99 µM; AID 652162; P18177; 350,000 compounds, 0.24% hits; TcdB glycohydrolase enzymatic assay, plate reader; in the data active means inhibition above about 10%
GDH-TPI counter: GDH-TPI coupled enzyme inhibition counter-screen; GDH-TPI coupled enzyme counterscreen, NADH absorbance; 360,000 compounds, 1.2% hits; inhibition, % at 4.8 µM; AID 588335; in the data active means inhibition above about 30%;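 further: 0% = DMSO wells and 100% = wells lacking the enzyme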
FadD28 binding: M. tuberculosis FadD28 bisubstrate binding inhibition; FadD28 bisubstrate probe binding, fluorescence polarization; inhibition, % at 12.5 µM; 360,000 compounds, 0.22% hits; AID 588549; in the data active means inhibition above about 8.5%, passing the limit was not always enough
Y pestis TopoI: blocks Yersinia pestis topoisomerase I activity; Y. pestis Topo-I cleavage product accumulation, plate reader; activity, % at 10 µM; 360,000 compounds, 0.064% hits; AID 504884; in the data active means activity above about 50%, passing the limit was not always enough; further: inactives centre near 2
Mtb FBA inh: inhibits M. tuberculosis FBA enzyme; purified M. tuberculosis FBA, fluorescence read-out; inhibition, % at 1 µM; 360,000 compounds, 2.3% hits; in the data active means inhibition above about 27%;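 further: 0% = vehicle and 100% = reference inhibitor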
Target sequence (P9WQA3 whole entry, looked up): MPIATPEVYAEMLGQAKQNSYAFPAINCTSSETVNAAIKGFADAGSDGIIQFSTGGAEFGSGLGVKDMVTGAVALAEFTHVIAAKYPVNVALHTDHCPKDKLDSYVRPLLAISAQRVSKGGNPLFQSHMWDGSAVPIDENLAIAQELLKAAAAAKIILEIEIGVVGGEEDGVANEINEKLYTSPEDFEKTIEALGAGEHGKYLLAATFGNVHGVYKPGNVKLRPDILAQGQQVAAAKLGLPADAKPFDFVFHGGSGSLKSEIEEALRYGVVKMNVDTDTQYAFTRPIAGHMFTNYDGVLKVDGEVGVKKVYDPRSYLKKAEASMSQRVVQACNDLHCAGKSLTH
BH1578 lux ind: induces V. cholerae light production without autoinducers; V. cholerae BH1578 lux reporter, luminescence, 6 h; AID 588436; 350,000 compounds, 0.16% hits; activation, % at 18.7 µM; in the data active means activation mostly above about 9.7%, no sharp cut-off; further: not every result past the cut was called active; inactives centre near 0; reference of the scale not given here
BioA inh: BioA (M. tuberculosis) enzyme inhibition; purified M. tuberculosis BioA enzyme, plate reader; inhibition, % at 9.99 µM; 360,000 compounds, 0.096% hits; in the data active means inhibition above about 40%
PfHsp40 rescue: compounds rescuing yeast from Plasmodium falciparum HSP40 toxicity. growth rescue, % at 12.5 µM. S. cerevisiae expressing PfHsp40, growth rescue, ATP luminescence. 340,000 compounds, 0.68% hits. AID 504582; in the data active means growth rescue above about 28%, passing the limit was not always enough;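 further: yeast W303a lacking pdr1 and pdr3 grown in galactose medium; growth measured after three days at 30 °C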
Starred values were filed as active, the others as inactive. Compounds as they come. Share with any hit: about 4.6%.

Results for COc1cc(C=C2CCCC(=Cc3ccc(OCC4CO4)c(OC)c3)C2=O)ccc1OCC1CO1 (configuration not stated) ?
TcdB inh: 0.7; GDH-TPI counter: 25; FadD28 binding: -0.8; Y pestis TopoI: 27; Mtb FBA inh: -3; BH1578 lux ind: inactive; BioA inh: -1.6

What do the screens show for `Cc1ccc(OC(C)C(=O)Nc2ccncc2)cc1C` (configuration not stated)?
Mtb UGM inh: 1.6; TcdB inh: 4.0; GDH-TPI counter: 7; FadD28 binding: -1.1; Y pestis TopoI: -4; Mtb FBA inh: 2; BH1578 lux ind: inactive; BioA inh: 0.9; PfHsp40 rescue: -0.3

Results for Cc1cc(C)nc(/N=C(\N)Nc2ccc(S(=O)(=O)O)cc2)n1 ?
TcdB inh: 0.0; GDH-TPI counter: -1; FadD28 binding: 0.1; Y pestis TopoI: 2; Mtb FBA inh: 4; BH1578 lux ind: inactive; PfHsp40 rescue: -0.9

Results for CCc1ncc(CN2CCC(C(=O)Nc3cccc(-c4cscn4)c3)CC2)cn1 ?
Mtb UGM inh: -1.1; TcdB inh: 1.0; GDH-TPI counter: -4; FadD28 binding: 0.7; Y pestis TopoI: 6; Mtb FBA inh: 3; BH1578 lux ind: inactive; BioA inh: -1.1; PfHsp40 rescue: -0.1

What do the screens show for `Cc1cc(C)n2nc(C(=O)OCC(=O)Nc3cc(S(=O)(=O)N4CCOCC4)ccc3Cl)nc2n1`?
TcdB inh: -1.7; GDH-TPI counter: 6; FadD28 binding: -2.4; Y pestis TopoI: -1; Mtb FBA inh: 2; BH1578 lux ind: 2.7; BioA inh: -0.6; PfHsp40 rescue: 0.3

What do the screens show for `CCOC(=O)C1=CC[C@@H](c2ccccc2)N(S(=O)(=O)c2ccc(C)cc2)[C@H]1c1ccc(C#N)cc1`?
TcdB inh: 1.5; FadD28 binding: -3.5; Mtb FBA inh: 1; BioA inh: -0.2

What do the screens show for `COc1ccc(CC(=O)Nc2ccncc2Cl)cc1`?
Mtb UGM inh: 0.6; TcdB inh: 0.8; GDH-TPI counter: -4; FadD28 binding: -3.6; Y pestis TopoI: -6; Mtb FBA inh: 0; BH1578 lux ind: inactive; BioA inh: -0.6; PfHsp40 rescue: 0.2

Results for COc1cccc(NC(=O)c2cccs2)c1 ?
Mtb UGM inh: 4.0; GDH-TPI counter: 8; FadD28 binding: -3.2; Y pestis TopoI: -5; Mtb FBA inh: 3; BH1578 lux ind: -0.3; BioA inh: 0.5; PfHsp40 rescue: 0.3

What do the screens show for `S=C(NCc1ccco1)N1CCOCC1`?
Mtb UGM inh: -3.3; TcdB inh: 1.2; GDH-TPI counter: 3; FadD28 binding: -2.2; Y pestis TopoI: 2; Mtb FBA inh: 0; BH1578 lux ind: 0.7; PfHsp40 rescue: -2.6

How did C=CCN(CC=C)C(=O)c1cc(Cl)ccc1[N+](=O)[O-] do in these assays?
Mtb UGM inh: 1.3; TcdB inh: -0.1; GDH-TPI counter: -5; FadD28 binding: -1.6; Y pestis TopoI: -6; Mtb FBA inh: 1; BH1578 lux ind: inactive; BioA inh: -2.6; PfHsp40 rescue: -1.0

Results for CC(=O)N1CCN(CC(=O)Nc2ccc(C#N)c(Cl)c2)CC1 ?
Mtb UGM inh: 0.4; TcdB inh: 0.3; GDH-TPI counter: -5; FadD28 binding: -4.9; Y pestis TopoI: 5; Mtb FBA inh: 1; BH1578 lux ind: -0.3; BioA inh: 1.3; PfHsp40 rescue: -0.9

Results for CCNc1nc(N2CCCCC2)nc(-n2nnc(C(=O)OCC)c2C)n1 ?
Mtb UGM inh: 1.3; GDH-TPI counter: -8; FadD28 binding: -4.4; Y pestis TopoI: 16; Mtb FBA inh: 2; BH1578 lux ind: inactive; BioA inh: 14; PfHsp40 rescue: 3.3

Results for N#CCC(=O)NCCCOC(=O)Nc1ccc(Cl)c(Cl)c1 ?
Mtb UGM inh: 2.1; GDH-TPI counter: 9; FadD28 binding: -2.0; Y pestis TopoI: 2; Mtb FBA inh: 1; BH1578 lux ind: inactive; BioA inh: 2.3; PfHsp40 rescue: 0.2

How did O=c1cc(-c2ccsc2)oc2ccc(-c3ccc4cc[nH]c4c3)cc12 do in these assays?
Mtb UGM inh: -1.6; TcdB inh: 1.4; GDH-TPI counter: 18; FadD28 binding: -0.1; Y pestis TopoI: 16; Mtb FBA inh: 6; BH1578 lux ind: 0.7; BioA inh: 0.8; PfHsp40 rescue: -1.5

How did O=S(=O)(Nc1ccc(Br)cc1)c1cccc(NC(=S)NCCN2CCOCC2)c1 do in these assays?
Mtb UGM inh: 0.3; TcdB inh: 0.1; GDH-TPI counter: 4; FadD28 binding: 0.0; Y pestis TopoI: 3; Mtb FBA inh: 3; BH1578 lux ind: -0.3; BioA inh: 1.0; PfHsp40 rescue: -0.4

Retrieved one by one from the list above, 2 records:
What do the screens show for `S=C(NCc1ccco1)N1CCOCC1`?
Mtb UGM inh: -3.3; TcdB inh: 1.2; GDH-TPI counter: 3; FadD28 binding: -2.2; Y pestis TopoI: 2; Mtb FBA inh: 0; BH1578 lux ind: 0.7; PfHsp40 rescue: -2.6

How did O=c1cc(-c2ccsc2)oc2ccc(-c3ccc4cc[nH]c4c3)cc12 do in these assays?
Mtb UGM inh: -1.6; TcdB inh: 1.4; GDH-TPI counter: 18; FadD28 binding: -0.1; Y pestis TopoI: 16; Mtb FBA inh: 6; BH1578 lux ind: 0.7; BioA inh: 0.8; PfHsp40 rescue: -1.5

Remaining list, next part:
What do the screens show for `CC(C)(C)C1CCC(C(=O)OCC(=O)Nc2ccc3[nH]c(=O)[nH]c3c2)CC1` (configuration not stated)?
Mtb UGM inh: -1.0; TcdB inh: 1.0; GDH-TPI counter: 12; FadD28 binding: -1.4; Y pestis TopoI: 3; Mtb FBA inh: 1; BH1578 lux ind: 0.4; BioA inh: -0.4; PfHsp40 rescue: -0.9

What do the screens show for `O=C(CN(C(=O)c1csnn1)c1cccc(F)c1)NCc1ccc(F)cc1`?
Mtb UGM inh: 0.6; TcdB inh: -7.3; GDH-TPI counter: -1; FadD28 binding: -0.1; Y pestis TopoI: 6; Mtb FBA inh: 5; BH1578 lux ind: -0.4; PfHsp40 rescue: 0.0

What do the screens show for `O=C(Nc1nccs1)c1ccc[nH]c1=O`?
Mtb UGM inh: 2.4; TcdB inh: 0.6; GDH-TPI counter: 27; FadD28 binding: 3.6; Y pestis TopoI: 11; Mtb FBA inh: 0; BH1578 lux ind: inactive; BioA inh: 0.1; PfHsp40 rescue: -1.1

Results for CC1=NN(c2ccccc2)C(=O)/C1=C\c1cn(C)c2ccccc12 ?
Mtb UGM inh: 0.7; TcdB inh: -0.1; GDH-TPI counter: 2; FadD28 binding: 0.0; Y pestis TopoI: 8; Mtb FBA inh: -21; BH1578 lux ind: inactive; BioA inh: -1.1; PfHsp40 rescue: 0.5

What do the screens show for `CCc1c(-c2n[nH]c(=S)n2Cc2ccccc2)csc1C`?
Mtb UGM inh: 1.7; GDH-TPI counter: 3; FadD28 binding: -2.5; Y pestis TopoI: -1; Mtb FBA inh: 1; BH1578 lux ind: -0.3; PfHsp40 rescue: 6.2

What do the screens show for `CN(CC(=O)NCCc1ccc(F)cc1)Cc1cccc(Cl)c1`?
Mtb UGM inh: 0.7; TcdB inh: -1.3; GDH-TPI counter: -1; FadD28 binding: -4.6; Y pestis TopoI: 22; Mtb FBA inh: 1; BH1578 lux ind: -1.5; PfHsp40 rescue: 0.5

What do the screens show for `c1ccc([C@@H]2CO2)cc1`?
Mtb UGM inh: -2.8; GDH-TPI counter: 2; FadD28 binding: -0.3; Y pestis TopoI: 3; Mtb FBA inh: 1; BH1578 lux ind: -0.3; BioA inh: -1.2

What do the screens show for `CC(=O)Nc1ccc(S(=O)(=O)N(C)c2ccc(OCCOc3cccc(C)c3)cc2)cc1`?
Mtb UGM inh: 0.7; TcdB inh: 0.2; GDH-TPI counter: 5; FadD28 binding: -0.4; Y pestis TopoI: 18; Mtb FBA inh: 1; BH1578 lux ind: -2.9; BioA inh: -0.9; PfHsp40 rescue: 0.1

Results for CCOC(=O)c1[nH]c(C)c(C(=O)OC)c1C ?
Mtb UGM inh: 2.6; TcdB inh: 0.8; GDH-TPI counter: -3; FadD28 binding: -0.9; Y pestis TopoI: 4; Mtb FBA inh: 2; BH1578 lux ind: -0.6; PfHsp40 rescue: -0.4

How did COCC(=O)Nc1ccc(F)cc1 do in these assays?
Mtb UGM inh: -1.4; TcdB inh: -0.4; GDH-TPI counter: 3; FadD28 binding: 0.1; Y pestis TopoI: -7; Mtb FBA inh: 0; BH1578 lux ind: -0.6; PfHsp40 rescue: 0.3

Results for Cc1ccc(S(=O)(=O)N(C)C)cc1NC(=O)COC(=O)COc1ccccc1[N+](=O)[O-] ?
Mtb UGM inh: 2.7; TcdB inh: 1.3; GDH-TPI counter: 7; FadD28 binding: -0.3; Y pestis TopoI: 12; Mtb FBA inh: -1; BH1578 lux ind: -0.4; PfHsp40 rescue: 1.6

What do the screens show for `O=c1[nH]c(=S)[nH]c(O)c1N=Nc1ccc(S(=O)(=O)N2CCOCC2)cc1`?
Mtb UGM inh: 1.4; TcdB inh: 1.5; GDH-TPI counter: 8; FadD28 binding: -0.4; Y pestis TopoI: -4; Mtb FBA inh: -24; BH1578 lux ind: inactive; PfHsp40 rescue: -0.2

What do the screens show for `COc1ccc(CNC(=O)C[C@H]2C[C@H](C(=O)N(C(C)C)C(C)C)[C@@]3(C)c4[nH]c5ccc(Cl)cc5c4CCN3C2=O)cc1OC`?
TcdB inh: 2.1; GDH-TPI counter: 8; FadD28 binding: -2.5; Y pestis TopoI: 19; Mtb FBA inh: -1; BH1578 lux ind: inactive; BioA inh: -0.4; PfHsp40 rescue: 2.2

How did O=C(Nc1ccn(Cc2ccc(Cl)cc2)n1)c1ccccc1 do in these assays?
Mtb UGM inh: -1.6; TcdB inh: 0.4; GDH-TPI counter: 4; FadD28 binding: 0.9; Y pestis TopoI: 4; Mtb FBA inh: 0; BH1578 lux ind: -0.2; BioA inh: 6.2; PfHsp40 rescue: 1.5

What do the screens show for `COC(=O)c1oc2ccccc2c1NC(=O)c1ccccc1O`?
Mtb UGM inh: -0.8; TcdB inh: -0.1; GDH-TPI counter: 1; FadD28 binding: -4.6; Y pestis TopoI: 2; Mtb FBA inh: -3; BH1578 lux ind: 2.0; BioA inh: -2.9; PfHsp40 rescue: 1.8

By substructure: the compounds so far containing a nitro group on carbon (2)
How did C=CCN(CC=C)C(=O)c1cc(Cl)ccc1[N+](=O)[O-] do in these assays?
Mtb UGM inh: 1.3; TcdB inh: -0.1; GDH-TPI counter: -5; FadD28 binding: -1.6; Y pestis TopoI: -6; Mtb FBA inh: 1; BH1578 lux ind: inactive; BioA inh: -2.6; PfHsp40 rescue: -1.0

Results for Cc1ccc(S(=O)(=O)N(C)C)cc1NC(=O)COC(=O)COc1ccccc1[N+](=O)[O-] ?
Mtb UGM inh: 2.7; TcdB inh: 1.3; GDH-TPI counter: 7; FadD28 binding: -0.3; Y pestis TopoI: 12; Mtb FBA inh: -1; BH1578 lux ind: -0.4; PfHsp40 rescue: 1.6

The list continues:
Results for C=C(C)CSC1=C(C#N)C(c2ccccc2Cl)CC(=O)N1 (configuration not stated) ?
GDH-TPI counter: -7; FadD28 binding: -5.6; Y pestis TopoI: -8; Mtb FBA inh: -4; BH1578 lux ind: inactive; BioA inh: 3.3; PfHsp40 rescue: 8.3

How did O=C(O)CCSc1nc2ccccc2n1CCOc1ccccc1 do in these assays?
Mtb UGM inh: -1.0; TcdB inh: 2.0; GDH-TPI counter: 1; FadD28 binding: -1.5; Y pestis TopoI: 5; Mtb FBA inh: 1; BH1578 lux ind: -0.4; BioA inh: -0.5; PfHsp40 rescue: 3.1

How did CC1COC2C(O1)N(S(C)(=O)=O)CCN2S(C)(=O)=O (configuration not stated) do in these assays?
Mtb UGM inh: -0.4; GDH-TPI counter: 0; FadD28 binding: -3.4; Y pestis TopoI: -7; Mtb FBA inh: 0; BH1578 lux ind: inactive; PfHsp40 rescue: 0.3

How did CCOC(=O)C1CCCN(c2c(N3CCN(c4ccccn4)CC3)c(=O)c2=O)C1 (configuration not stated) do in these assays?
TcdB inh: -0.9; GDH-TPI counter: 27; FadD28 binding: -0.5; Y pestis TopoI: 0; Mtb FBA inh: 2; BH1578 lux ind: -0.3; BioA inh: 5.8; PfHsp40 rescue: 0.0
